Screening data (PubChem)
PfGluPho inh: PfG6PD (Plasmodium falciparum) enzyme inhibition; hit rate 0.78% among 350,000; PfGluPho enzyme, NADPH resazurin-diaphorase fluorescence; inhibition, % at 20 µM;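 active = inhibition reaching at least a set limit at 20 µM in the primary screen, cut at about 59% in these data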;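 also: 0% = DMSO wells with substrate and 100% = DMSO wells lacking glucose-6-phosphate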
SENP8 block-1: inhibitors of human SENP8 protease; Q96LD8; recombinant SENP8, Nedd8 substrate fluorescence; inhibition, % at 20 µM; hit rate 0.64% among 360,000; AID 602440; in the data active = inhibition mostly above about 40%, no sharp cut-off; inactive = mostly below about 27%
Target sequence (Q96LD8 whole entry, looked up): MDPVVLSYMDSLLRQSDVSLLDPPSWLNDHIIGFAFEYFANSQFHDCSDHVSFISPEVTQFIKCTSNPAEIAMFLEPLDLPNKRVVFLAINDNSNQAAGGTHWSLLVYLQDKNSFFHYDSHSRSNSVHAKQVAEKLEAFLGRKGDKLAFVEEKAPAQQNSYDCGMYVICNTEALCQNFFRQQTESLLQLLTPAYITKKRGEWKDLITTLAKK
HKDC1 inh: inhibitors of human hexokinase HKDC1. inhibition, % at 20 µM. hit rate 0.16% among 340,000. Q2TB90. recombinant HKDC1, G6PDH/diaphorase resazurin coupled fluorescence;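 active = inhibition above about 35% when tested at 20 µM, limit read from the data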;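 also: plate controls were DMSO wells with enzyme for no effect and DMSO wells lacking enzyme for full effect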
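Incubation: 90 min at room temperature in dark / Material: recombinant HKDC1 (HK5) hexokinase enzyme, produced in-house / Quantity: enzyme 5 µg/mL final / Compound: one dose of 20 µM, 1% DMSO / Reagent: glucose and ATP substrates / Buffer or medium: Tris pH 8.0 buffer with MgCl2, Tween-20, BSA, BME / Technique: resorufin fluorescence at 613 nm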
SENP8 block-2: blocks the human protease SENP8; Q96LD8; purified SENP8, Z-RLRGG-aminoluciferin cleavage, luminescence; inhibition, % at 10 µM; hit rate 1.2% among 330,000; AID 2540; in the data active = inhibition above about 50%
SENP7 inh: SENP7 protease inhibition | recombinant SENP7, Z-RLRGG-aminoluciferin luminescence, 40 min | hit rate 1.5% among 330,000 | AID 434973 | inhibition, % at 5 µM;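 active = inhibition above about 50% at the single test dose, limit read from the data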;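 also: plate controls were DMSO with enzyme for no effect and no enzyme buffer wells for full effect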
Target sequence (Q9BQF6 706-1050 limits assumed): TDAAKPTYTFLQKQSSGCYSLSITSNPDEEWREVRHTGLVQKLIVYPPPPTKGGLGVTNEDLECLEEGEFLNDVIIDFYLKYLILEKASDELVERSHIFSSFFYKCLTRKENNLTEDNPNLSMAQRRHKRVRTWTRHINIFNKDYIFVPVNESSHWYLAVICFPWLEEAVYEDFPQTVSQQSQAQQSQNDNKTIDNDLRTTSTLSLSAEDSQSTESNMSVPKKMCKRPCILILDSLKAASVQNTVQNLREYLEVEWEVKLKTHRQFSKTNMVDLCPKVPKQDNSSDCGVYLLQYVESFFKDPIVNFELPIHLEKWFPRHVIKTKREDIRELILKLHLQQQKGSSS
Apaf1 inhib: human Apaf-1 inhibition; O14727; reconstituted apoptosome caspase-3 activity, DEVD-Rh110 fluorescence; inhibition, % at 20 µM; hit rate 0.71% among 330,000; AID 489030; active = inhibition of at least 40% at 20 µM;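 also: plate controls were DMSO wells for no effect and DEVD-CHO caspase inhibitor wells for full effect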
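System: reconstituted apoptosome with Apaf-1, cytochrome c, caspase-9, procaspase-3, dATP; Signal: Rh110 fluorescence intensity; Schedule: 30 min compound preincubation, 50 min activation, room temperature; Reagent: cytochrome c trigger plus (Z-DEVD)2-Rh110 caspase-3 substrate.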
NALP3 yeast inh: inhibitors of NALP3 inflammasome in yeast. hit rate 0.39% among 330,000. inhibition, % at 10 µM. AID 2825. Yeast reconstituted NLRP3/ASC/caspase-1, beta-gal luminescence, 24 h;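 active = inhibition of 50% or more; inactive = inhibition below 50%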;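 also: plate controls were induced DMSO wells for no effect and uninduced yeast grown without galactose for full effect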
SENP6 block: blocks the human protease SENP6; Q9GZR1; Recombinant SENP6 catalytic domain, aminoluciferin luminescence; inhibition, % at 10 µM; hit rate 1.8% among 330,000;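 active = inhibition above about 50% at the single tested dose, limit read from the data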;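 also: plate controls were DMSO wells with enzyme for no effect and DMSO wells lacking enzyme for full effect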
SENP1 inh: SENP1 (human) catalytic domain inhibition; Q9P0U3; recombinant SENP1 catalytic domain, CyPet-SUMO1-YPet FRET cleavage; inhibition, % at 10 µM; hit rate 0.21% among 360,000;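 active = inhibition at least 30% at 10 µM, raw YFP signal under a set limit, fluorescence ratio 0.5 to 1.5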;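 also: 0% = enzyme with DMSO and 100% = no enzyme wells; some results filed as inactive read as strong as hits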
Target sequence (Q9P0U3 419-644 limits assumed): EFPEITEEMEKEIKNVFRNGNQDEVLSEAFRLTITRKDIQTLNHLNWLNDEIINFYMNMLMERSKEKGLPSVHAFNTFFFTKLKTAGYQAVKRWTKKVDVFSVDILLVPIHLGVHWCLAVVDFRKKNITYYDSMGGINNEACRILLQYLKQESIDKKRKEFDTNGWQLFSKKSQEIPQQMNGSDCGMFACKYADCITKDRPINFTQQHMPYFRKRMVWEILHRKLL
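material = recombinant human SENP1 catalytic domain, His6-tagged | quantity = 20 pM enzyme | reagent = 25 nM SUMO1 FRET substrate | compound dosing = 10 µM single point, 0.5% DMSO | timing = 50 min enzyme reaction, room temperature, light-protected | detection = FRET, CFP and YFP emission | control set = no-enzyme low, enzyme-DMSO high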
* marks the source's active call; other numbers are inactive results; . = no result given; & = joins results of further samples.

molecule	Apaf1 inhib	NALP3 yeast inh	PfGluPho inh	SENP8 block-1	SENP7 inh	SENP8 block-2	SENP6 block	HKDC1 inh	SENP1 inh
CN(C)c1ccc(N=Cc2nc(-c3ccccc3)oc2OC(=O)c2cccc(Br)c2)cc1	-8	40	17	8	47	49	78*	2	-27
Cn1c(C(=O)NCCN2CCN(Cc3ccccc3)CC2)cc2c(=O)n(C)c3ccccc3c21	12	18	35	-38	6	-4	-23	5	1
COc1ccc2c(c1OC)C(=O)OC2Nc1ccccn1 (stereo not drawn)	0	0	-5	-3	2	-3	-23	1	2
O=C(Nc1ccc(Cl)cc1)N1CCCN(Cc2ccccc2F)C1	-6	20	2	16	-8	-7	3	-6	-1
Cc1ccc(/C=C/C(=O)NCCCc2ccccc2)cc1	6	33	37	17	2	-4	-9	-14	1
COc1ccccc1-c1noc(COC(=O)c2ccc(Br)o2)n1	8	35	18	6	6	-3	3	0	2
CC(C)NC(=O)N(C)C[C@H]1Oc2ccc(NC(=O)Nc3ccc4c(c3)OCO4)cc2C(=O)N([C@H](C)CO)C[C@@H]1C	2	12	5	-14	-5	-10	-5	2	1
COc1ccc(/C=C/C(=O)N(C)C2(C)CCS(=O)(=O)C2)cc1 (stereo not drawn)	1	14	3	21	15	-5	-12	-4	1
O=C(Cc1ccccc1F)NC1CCCc2ccccc21 (stereo not drawn)	7	-19	-12	4	-4	-12	-11	3	0
CSc1ccc(CN(C)C(C)C(=O)Nc2ccc(F)c(F)c2F)cc1 (stereo not drawn)	17	3	-1	3	-5	-10	-17	16	-2
O=C(NC1CCCC1)c1ccc(Br)s1	-15	32	10	9	4	1	-18	-10	0
CN(Cc1ccccc1)C(=O)c1c[nH]c2ccc(S(=O)(=O)N3CCOCC3)cc2c1=O	-1	24	-23	-174	1	-4	-9	-15	0
O=C(NCCCNc1ccc(C(F)(F)F)cc1[N+](=O)[O-])c1ccc(Cl)cc1	-2	38	18	26	7	8	-4	-3	6
Cc1ccc(C)c(NC(=S)N2CCN(c3cccc(C(F)(F)F)c3)CC2)c1	7	-22	4	12	-4	-10	-3	-6	1
CN(C)Cc1nc2c([nH]1)c(=O)n(C)c(=O)n2C	3	17	-5	21	-1	1	6	5	0
Cc1ccc(C2=N/C(=C\c3cccs3)C(=O)N2Nc2ccccc2)cc1	13	17	12	42*	-4	4	-1	2	-23
COc1cc(S(=O)(=O)Nc2c(C)cc(C)cc2C)ccc1Cl	10	9	21	11	-3	2	-14	-1	1
Cc1ccn2c(c1)nc(=O)c1cc(S(=O)(=O)N3CCC(C)CC3)ccc12	5	23	0	-298	-4	-10	-8	-2	-3
CC(C)c1c(C(=O)N/N=C/c2ccccc2OCc2c(F)cccc2Cl)nnn1-c1nonc1N	5	18	5	6	-5	15	-2	5	2
O=S1(=O)CCOCCCN1Cc1ccccc1Br	-1	22	3	12	-4	-6	-18	-6	0

molecule	Apaf1 inhib	NALP3 yeast inh	PfGluPho inh	SENP8 block-1	SENP7 inh	SENP8 block-2	SENP6 block	HKDC1 inh	SENP1 inh
Cc1ccc(-c2ccc3c(c2)S(=O)(=O)c2ccccc2C3=O)cc1	-8	19	.	.	-3	-1	-12	.	.
C=C(C)C1CCC(C)=C1CC(C)(C)/C=N\n1cnnc1 (stereo not drawn)	-11	21	-5	18	6	1	-19	9	2
CC1CCC2(CC1)NC(=O)N(CC(=O)NCCc1c[nH]c3ccccc13)C2=O (stereo not drawn)	-5	10	5	0	-2	2	-15	-3	-1
COc1ccccc1/C=C1\Cc2ccccc2C1=O	.	.	7	-169	.	.	.	1	-25
c1ccc(CCc2cccnc2)cc1	.	.	-1	10	.	.	.	-5	-1
CN(C)C(=O)c1ccc(NC(=O)CSc2nnc(-c3cccs3)n2N)cc1	-1	-7	0	6	-5	-9	-14	-8	3
COc1cc(C(=O)Nc2nccs2)cc(OC)c1OC	0	-48	-1	8	-3	-18	-18	-2	1
Nc1ccn(-c2ccccc2)c(=O)c1	-11	6	-4	8	-2	0	-17	2	0
Cc1nn(CC(=O)OCC(=O)Nc2c(C(C)C)cccc2C(C)C)c(C)c1[N+](=O)[O-]	2	-19	-7	12	-2	-8	-17	1	-2
COc1ccc(CCn2c(C3CCCCC3)nc3c(c(=O)c4ccccc4n3C)c2=O)cc1	31	67*	7	14	2	-3	0	4	-7
COc1ccc(C(=O)Nc2cnc(NC(=O)c3cccs3)cc2C)cc1	3	-9	-13	-35	10	1	-7	6	-23
COc1ccc(N(C(=O)c2cccnc2)S(=O)(=O)c2ccc(Cl)cc2)cc1	13	18	17	25	-4	0	2	1	1
COC(=O)c1c(C)oc(C)c1S(=O)(=O)NCc1ccc(OC)cc1	3	18	3	14	-8	-7	-4	-3	1
O=C(N/N=C/c1c[nH]c2ccccc12)c1ccc(Cl)cc1	-1	6	6	-38	4	-5	11	-3	-2
CN(C)c1ccc(N2C(=NC(=O)c3ccccc3)SC3CS(=O)(=O)CC32)cc1 (stereo not drawn)	13	-4	2	18	19	-8	-4	-3	3
Cc1ccc(C(=O)Oc2cccc(NC(=O)c3ccccc3)c2)cc1C	17	34	15	9	-13	-21	-25	-5	0
O=C1c2ccccc2C(=O)N1CSc1nnc2c3ccccc3n(CCc3ccccc3)c2n1	4	16	-3	-3	-4	-2	-20	-2	2
O=C(CNC(=O)c1ccc(Br)o1)NNC(=O)c1cccc(Cl)c1	6	21	-22	35	-14	-16	-14	-5	0
N#CCc1nc2c3c4c(sc3ncn2n1)CCCC4	11	7	-4	10	-3	-5	-14	3	8
O=C(CN1C(=O)NC(Cc2ccccc2)C1=O)Nc1ccc(F)c(F)c1F (stereo not drawn)	-3	11	-3	9	4	-1	10	-1	3

Copied from the list:
Reading for O=C(CNC(=O)c1ccc(Br)o1)NNC(=O)c1cccc(Cl)c1 in SENP6 block: -14
Reading for COC(=O)c1c(C)oc(C)c1S(=O)(=O)NCc1ccc(OC)cc1 in SENP6 block: -4

(listing goes on)
molecule	Apaf1 inhib	NALP3 yeast inh	PfGluPho inh	SENP8 block-1	SENP7 inh	SENP8 block-2	SENP6 block	HKDC1 inh	SENP1 inh
O=C(CSc1nc2[nH]c(=O)cc(O)c2s1)Nc1cc(Cl)cc(Cl)c1	8	16	-19	7	-1	6	-2	7	-8
O=C(CSc1nnc(-c2ccc3c(c2)OCO3)o1)Nc1ncc(Cl)cc1Cl	3	15	0	-34	11	1	-3	-8	-11
C/C(=C1\SC(N2CCOCC2)=NC1=O)c1ccc(C)cc1	6	3	-2	9	-6	2	-17	-1	0
CCOC(=O)CNC(=O)COc1coc(CN2CCN(Cc3ccccc3)CC2)cc1=O	-2	-6	-18	15	10	2	-1	5	1
CC1CCN(C(=O)CCc2ccc(S(=O)(=O)NC(C)C)cc2)CC1	-10	19	-11	12	7	-1	8	-4	1
CCN1CCN(C(c2ccc(F)cc2)c2nnnn2Cc2cccs2)CC1 (stereo not drawn)	-4	-7	-7	14	1	-2	-16	5	0
Nc1nnc(SCC(=O)OCC(=O)Nc2ccccc2F)s1	-1	15	-6	6	-8	-10	-16	-2	1
O=C(CSc1nnc(SCc2ccc(Cl)cc2)s1)N/N=C/c1ccc(Cl)cc1Cl	16	4	-2	11	1	-13	-13	-7	1
CCn1c(NCc2ccccc2NS(=O)(=O)c2ccc(C)cc2)nc2ccccc21	13	8	19	10	6	3	8	-4	-1
COCCn1c(SCC(=O)N2CCc3ccccc3C2)nc2ccccc2c1=O	9	12	0	21	-6	0	-12	-6	1
Cc1nc(SCc2cccnc2)[nH]c(=O)c1C	-3	10	9	14	14	-9	-14	0	2
O=C(COC(=O)c1ccc[nH]c1=O)Nc1cc(S(=O)(=O)N2CCCCC2)ccc1Cl	2	11	-4	-48	-1	-4	1	2	1
Cc1ccc([N+](=O)[O-])c(OCc2ncc(Cl)n2C)c1	9	11	2	-8	-5	5	29	-2	-3
Cn1ccsc1=NC(=O)c1ccc(S(C)(=O)=O)c([N+](=O)[O-])c1	-2	1	2	18	-7	-8	-5	9	2
C[C@]12CCC(=O)C=C1CC[C@@H]1[C@@H]2CC[C@@]2(C)[C@H]1CC[C@@]21CCC(=O)O1	10	20	11	14	-1	5	-5	-3	0
CC(C)(C)c1ccc(-c2noc(-c3ccc4c(c3)CCO4)n2)cc1	-6	14	19	12	2	-20	-21	0	1
C=CCNC(=O)c1ccccc1NC(=O)c1ccc(Cl)c(S(=O)(=O)Nc2ccccc2)c1	-19	9	-7	6	-2	8	4	-1	0
COc1ccc2c(c1)C(=NNC(=O)c1ccccn1)c1cc(OC)ccc1-2	-8	-5	17	19	8	2	-4	42*	1
CC(C)(C)c1ccc(C(=O)Cn2cnnc2C#N)cc1	11	6	-5	11	3	6	-3	8	-1
Cc1ccnc(NC(=O)CCCOc2cc(=O)n(C)c3ccccc23)c1	9	5	15	3&6	-3	5	0	4	-1&1

molecule	Apaf1 inhib	NALP3 yeast inh	PfGluPho inh	SENP8 block-1	SENP7 inh	SENP8 block-2	SENP6 block	HKDC1 inh	SENP1 inh
CC(C)(C)Cc1nnc(NS(=O)(=O)c2ccccc2)s1	-1	19	-11	2	-2	-2	3	-8	-3
CC(=O)c1cccc(NC(=O)NCc2ccc3c(c2)OCO3)c1	8	28	10	-1	-12	-5	-6	-5	0
Cc1cccc(NC(=S)N2CCN(S(=O)(=O)c3cccc(F)c3)CC2)c1	7	10	0	7	-5	-14	-31	-5	2
COc1ccccc1/C=C1\SC(=S)N(CCC(=O)NCCc2ccc(O)cc2)C1=O	-4	9	4	38	1	0	-20	-4	-10
CCn1cc(C(=O)OCc2ccc(F)cc2)c(=O)c2ccc(C)nc21	1	26	-14	4	7	-14	-28	-3	2
Cn1c(=O)c2c(ncn2CC(=O)Nc2nnc(Cc3ccccc3)s2)n(C)c1=O	-8	17	6	9	-10	-5	-2	-2	1
O[C@@H]1CN(Cc2ccccc2Cl)CC[C@H]1N1CCOCC1	-4	19	-12	6	2	0	-2	-8	-3
Cc1cc2cc(CCNC(=O)c3ccc(S(=O)(=O)N4CCCC4)cc3)c(=O)[nH]c2cc1C	11	18	-10	-95	-7	-15	-5	41*	0
CN(CC(=O)NC1CCCCCCC1)S(=O)(=O)c1cccc2cccnc12	-1	5	-7	0	1	-2	-6	0	-4
Nc1nnc(SCC(=O)N2CCN(c3ccccc3)CC2)n1-c1ccccc1	-3	12	-12	25	-13	-14	-10	0	1
CCOC(=O)C1=C(COC(=O)c2c(OC)cccc2OC)NC(=O)NC1C (stereo not drawn)	1	12	-2	18	-4	-17	-6	-2	1
COc1cccc(NC(=O)CSCC(=O)Nc2ccccc2)c1	0	9	10	4	1	-1	11	5	1
C/C=C/c1ccc(OCCOCCOc2cccc3cccnc23)c(OC)c1	16	29	5	-11	-11	-7	-4	-7	2
COc1ccc(Cc2nnc(SCC(=O)N(C)c3ccccc3)o2)cc1	19	18	2	1	-1	5	0	0	-1
CCN(CC)C(=O)[C@H]1C[C@H](CC(=O)NC(C)(C)C)C(=O)N2CCc3c([nH]c4ccc(Cl)cc34)[C@]12C	20	.	10	3	-1	.	.	-4	1
